From PubChem
B2AR arrestin = agonists driving beta-arrestin recruitment to human beta2-adrenergic receptor | beta-arrestin recruitment to beta2AR, cell-based reporter | Potency, µM (doses to about 46.1 µM), inactives show top-dose activation, most hits filed as activators | hit rate 0.02% among 330,000;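 further: potency means the concentration at half of the fitted maximal effect; 0% = DMSO controls and full agonism = EC100 isoproterenol or metaproterenol; nearly all actives have a fitted effect of over 65% in size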
Chronic BCR inh = inhibitors of chronic active B-cell receptor signaling | AID 493014 | ABC-DLBCL IkBa-CBG/CBR reporter, luminescence ratio, 4 h | Potency, µM (titrated, usually from 46.1 µM), for the others: top-dose ratio change, negative = lower green/red ratio, usual class: inhibitors | hit rate 0.05% among 340,000; active means well fitted inhibition curve with a large enough effect in the signal ratio, with a control signal flat, not every such curve was filed as active; inconclusive means small, poorly fitted or top-dose-only effect, or effect the other way, or a change in a side signal; the % refers to the signal ratio;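 further: potency means the concentration at half of the fitted maximal effect; plate controls were basal doxycycline-induced cells for no effect and cells given 10 µM MG132 for full effect; MG132 reads +100%, hits lower the ratio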
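TMD8 human ABC-DLBCL cells with doxycycline-inducible IκBα–green luciferase fusion and unfused red luciferase, in 0.5% FBS medium; compounds up to 46 uM, 4 h at 37C. Green/red luminescence ratio, filter-overlap corrected, fitted to concentration-response curves.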
uPA surface inh = inhibitors of cell surface uPA generation | Potency, µM (doses to about 38.3 µM), for the others: at the top dose activity change, negative = inhibition, most hits filed as inhibitors | hit rate 0.31% among 330,000 | cell surface uPA generation assay, qHTS | AID 540303; active means well fitted inhibition curve with a large enough effect; inconclusive means small, poorly fitted or top-dose-only effect; inactive means no such curve, though single readings can be large or run the other way; tested in mouse RAW 264.7 cells; further: potency means the concentration at half of the fitted maximal effect; on the % scale 0 is the no-effect control and ±100 the full control effect; nearly all actives have a fitted effect of over 55% in size
ELG1 DNA repair = inhibitors of ELG1-dependent DNA repair in HEK293T cells; HEK293T ELG1-luciferase reporter, luminescence, 16 h; DNA damage induced by 5-fluorouridine; Potency, µM (series often up to 46.1 µM), inactives show at the highest dose activity change, negative = inhibition, actives largely listed as inhibitors; hit rate 2.3% among 330,000; AID 504467; further: potency means the concentration at half of the fitted maximal effect; on the % scale 0 is the no-effect control and ±100 the full control effect; nearly all actives have a fitted effect of over 55% in size
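Reporter activity after DNA damage by 5-fluorouridine is monitored. Compound-treated cells incubate 16 hr at 37 °C, then ONE-Glo is added for 30 min before luminescence reading.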
TSHR antag = blocks TSH signaling through the human TSH receptor | P16473 | TSHR-expressing cells, TSH-stimulated cAMP HTRF, 2 h; active compounds read low | activity change, negative = inhibition, % at 11.5 µM | hit rate 0.2% among 330,000 | AID 504810;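 active means activity change below a set negative limit, meaning inhibition stronger than a set level, cut at about -70% in these data; inconclusive means activity change between two set negative limits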; further: on the % scale 0 is the no-effect control and ±100 the full control effect
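Antagonism was scored as loss of TSH-driven cAMP in TSHR cells, stimulated with 4nM TSH (EC80) for 2 hours at 37 deg C and detected by homogeneous HTRF competition immunoassay.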
TSG101-PTAP inh = blocks PTAP/TSG101 interaction to inhibit HIV-1 budding. Fluorescence polarization, FITC-PTAP peptide / Tsg101 binding. Q99816. AID 493005. Potency, µM (titrated, usually from 115 µM), for the others: at the top dose activity change, negative = inhibition, hits mostly inhibitors. 340,000 tested, under 10 active; active means well fitted inhibition curve with a large enough effect in the main read-out, with a control signal flat, not every such curve was filed as active; inconclusive means small, poorly fitted or top-dose-only effect, or effect the other way, or a change in a side signal; inactive means no such curve, though single readings can be large or run the other way; further: potency means the concentration at half of the fitted maximal effect; % of control where 0% means no effect
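Fluorescence polarization binding of Tsg101 binding domain (10 uM final) to FITC-labeled PTAP peptide (50 nM final) in HEPES pH 7.5 buffer with NaCl, Tween 20, EDTA, TCEP. Compounds added before peptide; binding 20 min at RT.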
Tb PFK inh = blocks T. brucei phosphofructokinase | O15648 | T. brucei PFK, ADP-Glo luminescence | Potency, µM (doses to about 57.5 µM), for the others: at the top dose activity, negative = inhibition, hits mostly inhibitors | hit rate 0.17% among 330,000 | AID 485367;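 further: potency means the concentration at half of the fitted maximal effect; 0% = uninhibited 1x PFK enzyme wells and -100% = no-enzyme wells; nearly all actives have a fitted effect of over 60% in size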
Target sequence (O15648 whole entry, looked up): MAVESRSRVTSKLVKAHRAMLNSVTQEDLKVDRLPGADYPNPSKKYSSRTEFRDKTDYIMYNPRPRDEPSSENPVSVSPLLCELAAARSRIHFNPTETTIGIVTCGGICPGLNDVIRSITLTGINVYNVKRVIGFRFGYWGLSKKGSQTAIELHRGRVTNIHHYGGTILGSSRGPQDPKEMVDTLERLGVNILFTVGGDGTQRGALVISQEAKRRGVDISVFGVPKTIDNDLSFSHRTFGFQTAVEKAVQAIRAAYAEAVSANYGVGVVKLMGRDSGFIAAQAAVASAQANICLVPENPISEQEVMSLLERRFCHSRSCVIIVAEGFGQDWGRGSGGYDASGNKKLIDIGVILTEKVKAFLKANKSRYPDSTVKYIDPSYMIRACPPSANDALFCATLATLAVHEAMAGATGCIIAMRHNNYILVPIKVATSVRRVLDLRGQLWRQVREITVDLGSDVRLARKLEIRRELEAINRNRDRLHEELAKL
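In TEA buffer at pH 8.0 with 5 mM MgCl2, enzyme (1.25 nM) converted F6P (0.5 mM) and ATP (0.1 mM) for 45 min at room temperature. ADP product was read by luciferase luminescence.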
TCR act = activates T cell receptor signaling. primary human leukocytes, anti-CD3, IL-2 HTRF, 48 h. Potency, µM (highest dose often 9.22 µM), for the others: at the top dose activation of IL-2 secretion, hits mostly activators. 330,000 tested, under 10 active. AID 504894; further: % of control where 0% means no effect
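IL-2 release read by HTRF sandwich (Eu cryptate donor, d2 acceptor, 665 nm emission) after 48 hr exposure of primary human leukocytes to compound together with anti-CD3 beads in the absence of co-stimulatory signals.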
USP2a block = blocks human ubiquitin-specific protease USP2a | hit rate 0.01% among 330,000 | USP2 core, Ub-CHOP2 coupled fluorogenic reporter, 485/531 | Potency, µM (doses to about 38.3 µM), inactives show at the highest dose activity change, negative = inhibition, most hits filed as inhibitors | O75604;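 further: potency means the concentration at half of the fitted maximal effect; plate controls were DMSO wells for no effect and full inhibition by NEM control for full effect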
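Cell-free coupled assay: 10nM USP2 core preincubated 30min RT with compound in Tris-HCl pH 8.0/CaCl2/CHAPS buffer, then 25nM Ub-CHOP2 and 25nM reporter substrate; fluorescence (Ex 485/Em 531) read after 60min RT, normalized to NEM inhibition, concentration-response curves fitted.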
Mito fusion yeast = mitochondrial division inhibition or fusion activation | Potency, µM (highest dose often 46.1 µM), for inactives: at the top dose growth rescue (activation), hits mostly activators | hit rate 0.23% among 320,000 | S. cerevisiae fusion-defective mutant growth rescue, CellTiterGlo 48 h;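 further: potency means the concentration at half of the fitted maximal effect; % of control where 0% means no effect; nearly all actives have a fitted effect of over 45% in size; temperature-sensitive fusion mutants such as fzo1-1 at 37 °C on non-fermentable ethanol glycerol medium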
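S. cerevisiae fusion-defective temperature-sensitive mutants (e.g. fzo1-1, mgm1-5) grown 48 h at 37C in YPEG (ethanol/glycerol non-fermentable) medium with 23 nl compound per well; growth rescue read as CellTiterGlo luminescence.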
Eya2 inh = inhibitors of human Eya2 phosphatase activity | O00167 | recombinant Eya2, OMFP fluorescence dephosphorylation (OMFP is methylfluorescein phosphate) | Potency, µM (titrated, usually from 76.9 µM), inactives show top-dose activity, negative = inhibition, hits mostly inhibitors | hit rate 0.006% among 330,000 | AID 488837; further: potency means the concentration at half of the fitted maximal effect; on the % scale 0 is the no-effect control and ±100 the full control effect
Target sequence (O00167 whole entry, looked up): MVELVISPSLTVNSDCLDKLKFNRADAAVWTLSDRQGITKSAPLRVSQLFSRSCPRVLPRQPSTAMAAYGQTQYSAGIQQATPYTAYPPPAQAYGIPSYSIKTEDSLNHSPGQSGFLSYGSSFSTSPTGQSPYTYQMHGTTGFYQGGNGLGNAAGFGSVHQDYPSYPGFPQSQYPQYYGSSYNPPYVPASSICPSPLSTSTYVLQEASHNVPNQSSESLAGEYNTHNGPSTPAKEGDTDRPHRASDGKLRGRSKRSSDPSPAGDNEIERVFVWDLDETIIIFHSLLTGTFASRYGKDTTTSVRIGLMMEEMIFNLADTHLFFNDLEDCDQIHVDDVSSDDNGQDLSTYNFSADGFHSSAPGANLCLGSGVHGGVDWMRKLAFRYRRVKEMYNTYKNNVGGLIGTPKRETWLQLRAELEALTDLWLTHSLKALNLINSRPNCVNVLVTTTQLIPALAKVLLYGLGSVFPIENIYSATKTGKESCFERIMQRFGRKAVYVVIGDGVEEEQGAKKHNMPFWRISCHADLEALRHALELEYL
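Eya2 protein (added as 0.2 uM solution) was preincubated with compound for 10 min at ambient temperature in 50 mM HEPES pH 7.5, 50 mM NaCl, 5 uM MgCl2, 0.05% BSA, 1 mM DTT. OMFP (added at 50 uM) then reacted 10 min; fluorescence read at 485/525 nm.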
* marks the source's active call; other numbers are inactive results; u = inconclusive; x = not tested or not shown; [ ] = dose if it differs, or a comment. Unless noted, the call rests on the fitted dose curve; in most records, active means well fitted curve in the direction sought with a large enough effect; inconclusive means small, poorly fitted or top-dose-only effect, or another doubt; inactive means no such curve, though single readings can be large; an effect the other way counts as inactive or inconclusive. Not a hit list. About 3% of those tested had a hit in this group.

entry	mol	B2AR arrestin	Chronic BCR inh	uPA surface inh	ELG1 DNA repair	TSHR antag	TSG101-PTAP inh	Tb PFK inh	TCR act	USP2a block	Mito fusion yeast	Eya2 inh
1	COCCN(CCOC)C(=O)C1CCCN(S(=O)(=O)c2ccc(NC(=O)OC)cc2)C1 (configuration not stated)	0.2%	u	-3%	0%	-2	-2%	8%	-9%	1%	2%	-12%
2	O=C(Cc1ccc(Cl)cc1)Nc1ccc(Br)cn1	-0.4%	5%	9%	u	-5	-1%	u	3%	0%	-4%	5%
3	CC(=O)Nc1cccc(C(=O)/C=C/c2ccc(N(C)C)cc2)c1	-0.5%	u	-9%	u	-14	u	1%	-5%[46.1 µM]	6%	5%	u
4	CC(C)[C@@H](N)C(=O)N/N=C/c1ccc2nccnc2c1	-0.9%	3%	4%	3%	0	1%	-7%	-74%	2%	1%	-22%
5	CCCCn1c(SCC(=O)Nc2nccs2)nc2ccccc2c1=O	-1.3%	5%	x	0%	25	-4%	-1%	-1%	1%	3%	11%
6	C=CCS/C(N)=N\N=C\c1c(O)ccc2ccccc12	0.6%	u	u	u	-11	-3%	1%	-4%	-3%	6%	-10%
7	COc1cc(Cl)c(C)cc1NC(C)C(=O)Nc1cc(C(F)(F)F)ccc1N1CCOCC1 (configuration not stated)	-1.5%	6%	12%	-1%	-4	1%	0%	10%[46.1 µM]	1%	8%	0%
8	CCn1c(SCc2ccc(Cl)c(Cl)c2)nnc1C(C)NC(=O)c1ccc(OC)cc1 (configuration not stated)	-1.1%	-7%	8%	u	6	-5%	1%	1%[46.1 µM]	-1%	-5%	3%
9	COc1ccc(S(=O)(=O)NCC(c2ccc3c(c2)OCO3)N2CCN(c3ccccc3)CC2)cc1 (configuration not stated)	-0.1%	1%	-6%	-13%	-11	0%	-8%	14%	1%	u	0%
10	Cc1cc(C)c2nc(N3C(=O)C(O)=C(C(=O)c4ccco4)C3c3cccc(O)c3)sc2c1 (configuration not stated)	-0.9%	u	-4%	u	314	-9%	0%	-59%	-8%	-1%	-18%
11	CSc1cccc(NC(=S)N(Cc2ccccc2)Cc2cccnc2)c1	0.0%	6%	3%	u	-2	-1%	-2%	-3%	2%	7%	0%
12	Cn1c(=N)n(CC(O)c2cccs2)c2ccccc21 (configuration not stated)	-0.6%	-17%	-2%	-7%	-2	-1%	-6%	-7%	1%	-1%	13%
13	O=Cc1c[nH]c2cccc(OCc3ccccc3)c12	0.3%	u	-7%	u	25	-2%	0%	-2%	0%	u	-20%
14	O=C(c1cn(-c2ccccc2)nc1-c1cccc(Br)c1)N1CCOCC1	0.0%	-2%	5%	-23%	-1	-2%	4%	-5%	0%	u	-6%
15	COc1ccc(C(=O)CSc2ccc(-c3ccco3)nn2)cc1	-0.9%	0%	-1%	10%	4	0%	-10%	-1%[46.1 µM]	1%	15%	0%
16	CC(=O)c1ccc(OCc2cc(C(=O)N(C)Cc3cc(C)no3)no2)cc1	-0.1%	-1%	-9%	u	-5	-1%	-4%	-7%	2%	-1%	4%
17	O=c1c([N+](=O)[O-])c(O)c2ccccc2n1Cc1ccccc1	0.5%	5%	2%	-9%	0	-1%	-7%	9%	2%	-20%	-7%
18	COCCCNC(=O)c1ccccc1Sc1ccc(NC(C)=O)nc1	-0.2%	6%	-3%	8%	1	-1%	0%	0%	1%	1%	4%
19	C/C(=N\Nc1ccc(S(N)(=O)=O)cc1[N+](=O)[O-])c1cccnc1	-0.1%	-2%	2%	0%	-31	-2%	3%	2%	3%	-6%	-8%
20	COc1cc(C(=O)Nc2ccccc2C(=O)NCc2cccnc2)cc(OC)c1OC	-0.1%	2%	6%	u	-5	0%	1%	3%	0%	-10%	9%

[21] COc1cccc(-c2cc(C(=O)O)[nH]n2)c1
[22] CC(C(=O)Nc1ccc2c(c1)OCCO2)N1Cc2ccccc2C1=O (configuration not stated)
[23] O=C(NC1CCCC1)c1ccc(COc2ccccc2Br)o1
[24] Cc1ccc(C)c(NC(CC(=O)c2ccccc2)C(=O)OCC(=O)c2cccs2)c1 (configuration not stated)
[25] O=C(CSC1CC(=O)N(c2ccc(C(=O)O)cc2)C1=O)Nc1ccc2ccccc2c1 (configuration not stated)
[26] COc1cccc(/C=C2/SC(=S)N(CCCC(=O)Nc3ccc(O)cc3)C2=O)c1
[27] O=C(O)c1ccc(-n2cc(C(=O)c3ccccc3O)cn2)cc1
[28] Cc1cc(/C=C(\C#N)C(=O)Nc2ccc(F)cc2)c(C)n1-c1ccc(N2CCOCC2)c([N+](=O)[O-])c1
Assay by compound	21	22	23	24	25	26	27	28
B2AR arrestin	-0.5%	0.1%	-0.8%	0.3%	-0.7%	-0.7%	-1.1%	-0.2%
Chronic BCR inh	2%	-18%	0%	u	-19%	u	u	u
uPA surface inh	6%	3%	u	6%	-2%	u	6%	x
ELG1 DNA repair	15%	u	0%	20%	12%	-24%	u	u
TSHR antag	-11	9	-9	-3	-15	-20	10	-7
TSG101-PTAP inh	-1%	-6%	-14%	-2%	1%	0%	-3%	-3%
Tb PFK inh	1%	1%	-1%	-8%	26%	0%	-22%	0%
TCR act	2%	9%	5%	-3%[46.1 µM]	9%	10%	-2%	-3%
USP2a block	2%	0%	4%	2%	1%	-1%	0%	-1%
Mito fusion yeast	0%	-15%	0%	3%	25%	0%	33%	-12%
Eya2 inh	-9%	-3%	3%	-12%	0%	7%	2%	-7%

The closing four entries of the part before open the next one:
[25] O=C(CSC1CC(=O)N(c2ccc(C(=O)O)cc2)C1=O)Nc1ccc2ccccc2c1 (configuration not stated)
[26] COc1cccc(/C=C2/SC(=S)N(CCCC(=O)Nc3ccc(O)cc3)C2=O)c1
[27] O=C(O)c1ccc(-n2cc(C(=O)c3ccccc3O)cn2)cc1
[28] Cc1cc(/C=C(\C#N)C(=O)Nc2ccc(F)cc2)c(C)n1-c1ccc(N2CCOCC2)c([N+](=O)[O-])c1
[29] Cc1cccc(C2Nc3ccccc3C(=O)N2CCc2ccccc2)n1 (configuration not stated)
[30] O=S(=O)(c1cccc(-c2n[nH]c(=S)n2-c2ccccc2Cl)c1)N1CCOCC1
[31] COc1ccccc1-c1cc(C(=O)Nc2c(C)n(C)n(-c3ccccc3)c2=O)no1
[32] CC(Cl)C(=O)Nc1ncc(C(F)(F)F)cc1Cl (configuration not stated)
Assay by compound	25	26	27	28	29	30	31	32
B2AR arrestin	-0.7%	-0.7%	-1.1%	-0.2%	2.4%	0.0%	-0.2%	0.1%
Chronic BCR inh	-19%	u	u	u	3%	-4%	u	u
uPA surface inh	-2%	u	6%	x	u	-2%	2%	x
ELG1 DNA repair	12%	-24%	u	u	18%	u	-12%	-1%
TSHR antag	-15	-20	10	-7	9	-1	6	21
TSG101-PTAP inh	1%	0%	-3%	-3%	-6%	0%	-6%	-5%
Tb PFK inh	26%	0%	-22%	0%	-1%	-11%	2%	-6%
TCR act	9%	10%	-2%	-3%	5%	-4%	x	-4%
USP2a block	1%	-1%	0%	-1%	-1%	3%	-1%	1%
Mito fusion yeast	25%	0%	33%	-12%	12%	x	2%	-3%
Eya2 inh	0%	7%	2%	-7%	12%	-9%	-17%	-16%
